ATXN2 expr inh = reduces ATXN2 reporter expression in HEK-293 cells; Potency, µM (series often up to 57 µM), for the others: at the top dose activity change, negative = inhibition, usual class: inhibitors; 360,000 tested, 0.72% active; HEK-293 ATXN2-luciferase reporter, luminescence, 24 h; further: potency means the concentration at half of the fitted maximal effect; on the % scale 0 is the no-effect control and ±100 the full control effect; nearly all actives have a fitted effect of over 55% in size
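qHTS (up to 57 uM final) was run with 24 h compound exposure of reporter cells at 37 °C. Each well was multiplexed: SteadyGlo luminescence measured ATXN2-luciferase expression after a fluorogenic Gly-Phe-AFC viability readout (25 uM final).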
MCF10A rereplic = induces DNA re-replication in MCF 10a normal breast cells; 350,000 tested, 2.9% active; MCF 10A DNA re-replication, Hoechst nuclear intensity, 48 h; Potency, µM (highest dose often 46.1 µM), for the others: at the highest dose activity, positive = re-replication, actives largely listed as activators; further: potency means the concentration at half of the fitted maximal effect; % of control where 0% means no effect; nearly all actives have a fitted effect of over 50% in size
S2 tox = reduces viability in counter-screen for ATXN expression inhibitors; Potency, µM (highest dose often 56.7 µM), usual class: cytotoxic; 400,000 tested, 0.49% active; S2 cells (HEK-293 line with an ATXN2-luciferase reporter) viability, CellTiter-Fluor protease fluorescence, 24 h; further: potency means the concentration at half of the fitted maximal effect; nearly all actives have a fitted effect of over 40% in size
KB-3-1 cytotox = KB-3-1 parental cell cytotoxicity; KB-3-1 viability, CellTiter-Glo ATP luminescence, 72 h; Potency, µM (highest dose often 46.1 µM), for the others: at the top dose activity change, negative = cytotoxic, hits mostly cytotoxic; 400,000 tested, 1.4% active; further: potency means the concentration at half of the fitted maximal effect; on the % scale 0 is the no-effect control and ±100 the full control effect; nearly all actives have a fitted effect of over 60% in size
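Cytotoxicity measured as CellTiter-Glo luminescence after 72 h at 37 C. Compound titrations were pinned onto drug-naive KB-3-1 parental adenocarcinoma cells grown in DMEM with 10% FBS, and normalized data fitted to concentration-response curves.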
HT1080 IDH1KD tx = kills HT-1080 cells with IDH1 knockdown; HT-1080 IDH1 knockdown viability, ATP luminescence, 48 h; 360,000 tested, 2% active; Potency, µM (top dose mostly 46.1 µM), without a hit: at the top dose activity, negative = toxicity, hits mostly cytotoxic;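 further: potency means the concentration at half of the fitted maximal effect; 0% = DMSO wells and -100% = cell-free medium wells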
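After a 2 h attachment period, IDH1KD HT-1080 cells took pin-transferred compound for 48 h at 37 °C; ATP-based luminescence after 10 min room-temperature reagent incubation reported viability.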
SW480 rerep = induces DNA re-replication in SW480 colon adenocarcinoma cells; SW480 DNA re-replication, Hoechst DNA content imaging, 48 h; Potency, µM (highest dose often 46.1 µM), inactives show at the highest dose re-replication activation, most hits filed as activators; 340,000 tested, 1.8% active; further: potency means the concentration at half of the fitted maximal effect; % of control where 0% means no effect; nearly all actives have a fitted effect of over 55% in size
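DNA re-replication was detected as more nuclei of elevated Hoechst intensity after 48 hr exposure to compound (23 nL pinned per well of 250 cells).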
IL-1B inflam inh = inflammasome signaling inhibition, IL-1 beta readout. THP-1 LPS/ATP IL-1B secretion, AlphaLISA, 16 h; active compounds read low. 360,000 tested, 4.7% active. activity change, % at 57.5 µM; in the data active means activity change below about -50%; inconclusive means mostly about -30% to -49%; further: on the % scale 0 is the no-effect control and ±100 the full control effect
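THP-1 cells pretreated 1 hr with compounds (up to 57.5 uM final), then stimulated with LPS (250 ng/mL final) plus ATP (1.25 mM final); secreted IL-1B measured by AlphaLISA after 16 hr, decreased signal indicating inhibition.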
HepG2 viability = kills HepG2 cells in TGF-b inhibitor counter-screen | HepG2 CAGA-GFP viability, ATP luminescence, 18 h | 410,000 tested, 0.76% active | Potency, µM (doses to about 46.1 µM), without a hit: top-dose activity change, negative = cytotoxicity, actives largely listed as cytotoxic | AID 588856; further: potency means the concentration at half of the fitted maximal effect; some results filed as inactive show a strong effect at the top dose
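CellTiter-Glo luminescence gave cytotoxicity after 18 hours at 37 degrees C. The cells were HepG2 CAGA-GFP in 1% FBS DMEM, stimulated with 500 pg/mL TGF-beta after compound addition. %Activity was normalised to no-cell wells (complete cell-killing) and DMSO (no toxicity), and curves were fitted and classified.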
HT1080-NT tox = kills 2HG-producing HT-1080-NT fibrosarcoma cells; HT-1080-NT fibrosarcoma viability, CellTiter-Glo ATP luminescence, 48 h; Potency, µM (titrated, usually from 46.1 µM), without a hit: top-dose activity, negative = less viability, most hits filed as cytotoxic; 360,000 tested, 1.6% active;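 further: NT is the 2HG producing partner of a matched IDH1 knockdown line; potency means the concentration at half of the fitted maximal effect; 0% = DMSO-treated cells and -100% = media-only wells without cells; nearly all actives have a fitted effect of over 55% in size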
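A 48-hour cytotoxicity screen used HT-1080-NT cells plated 2 hours before compound delivery. ATP-based CellTiter-Glo luminescence measured viability, normalized to DMSO and no-cell controls.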
* = called active by the depositor; i = inactive; ? = inconclusive; . = not tested or not shown; [ ] = remark or other dose. Unless noted, the call rests on the fitted dose curve; in most records, active means well fitted curve in the direction sought with a large enough effect; inconclusive means small, poorly fitted or top-dose-only effect, or another doubt; inactive means no such curve, though single readings can be large; an effect the other way counts as inactive or inconclusive. The order is random, and some 8.9% of all compounds hit somewhere here.

SMILES	ATXN2 expr inh	MCF10A rereplic	S2 tox	KB-3-1 cytotox	HT1080 IDH1KD tx	SW480 rerep	IL-1B inflam inh	HepG2 viability	HT1080-NT tox
O=C(Cn1ncc2c3ccccc3n(Cc3cccc(Cl)c3)c2c1=O)NCc1ccccn1	.	-7%	?	-7%	11%	-2%	14	-9%	10%
COc1ccc(-n2nc3c(c2NC(=O)Cc2cccc(C)c2)CS(=O)C3)cc1 (configuration not stated)	4%	-4%	i	-11%	5%	0%	17	-1%	1%
CCn1c(CSCc2c(Cl)cccc2Cl)n[nH]c1=S	-29%	29%	i	8%	0%	-3%	35	7%	1%
C=C(C)COc1ccc(-c2nc(N)ncc2-c2ccc(Br)cc2)c(O)c1	-8%	23µM*	i	21µM*	-25%	?	0	-105%	?
Cc1cc(OCC(O)CN2CCCC2)ccc1C(C)C (configuration not stated)	.	6%	i	0%	-4%	1%	3	3%	-8%
CNc1oc(C)nc1S(=O)(=O)c1ccccc1	-4%	26%	i	5%	1%	-5%[9.22 µM]	0	-17%	0%
CCOc1ccc(C(=O)Nc2ccc3c(c2)CCCN3S(=O)(=O)c2ccc(C)cc2)cc1	1%	.	?	?	.	.	.	-19%	.
COC(=O)[C@@H](Cc1c[nH]c2ccccc12)NC(=O)c1ccc2c(c1)OCO2	13%	-5%	i	-3%	-4%	3%	24	-27%	2%
Cc1nc2ccccc2c(C)c1CC(=O)OC(C)C(=O)NC1(C#N)CCCCC1 (configuration not stated)	-7%	13%	i	17%	6%	-117%[inhibitor]	-1	7%	2%
CCCCCCNC(=O)O[C@H]1CN(C(=O)OC(C)C)N(C(=O)OC(C)C)[C@@H]2CN(S(=O)(=O)c3ccc(C)cc3)C[C@]12O	?	.	.	?	?	.	-64*	-65%	21µM*
COC(=O)c1c(NC(=O)c2ccn(C)n2)sc2c1CCC2	3%	-10%	i	28%	9%	-6%	?	-5%	8%
CCCCNC(=O)NCC(=O)Nc1ccc(F)c(F)c1	-2%	?	i	7%	?	-2%	14	7%	14%
COc1ccc(NC(=O)CN(c2ccc(OC)cc2)S(=O)(=O)c2c(C)nn(C)c2C)cc1	-10%	1%	i	5%	-1%	11%	4	-24%	2%
Nc1nc2ccccc2n1S(=O)(=O)c1ccc([N+](=O)[O-])cc1	-2%	.	i	?	?	.	10	-85%	-28%
COc1ccc(-c2cc(C)no2)cc1S(=O)(=O)N1CCCCC1	.	-4%	i	2%	-5%	3%	11	-16%	-6%
S=C(NC1CCCCC1)N1CCn2cccc2C1c1ccncc1 (configuration not stated)	.	-6%	i	1%	1%	26%	-12	-39%	-4%
O=C(c1cccs1)N1CCCC(c2nc3c(nnn3Cc3ccccc3)c(=O)[nH]2)C1 (configuration not stated)	2%	-2%	i	2%	0%	-5%	-12	-9%	-2%
CC(=O)NCCn1c(C)cc2ccccc21	6%	?	i	0%	-2%	-9%	4	8%	-4%
C[C@H](O)[C@@H]1C(=O)N2CCc3ccc(-c4ccccc4)cc3[C@@H]2C[C@@H]1N(C)C(=O)Nc1cc(Cl)cc(Cl)c1	-17%	4%	i	0%	-18%	-2%	?	-52%	-10%
COC(=O)c1ccc(C)c(NC(=O)COC(=O)C2CC3CCCC(C2)C3=O)c1 (configuration not stated)	0%	-4%	i	0%	-1%	-4%	12	0%	6%
CCOC(=O)CNC(c1ccccc1)c1cc(Br)ccc1NC(C)=O (configuration not stated)	?	-6%	i	-25%	-17%	2.9µM*	-2	-25%	?
Cc1cc(C(=O)Nc2ccc(S(=O)(=O)Nc3nccs3)cc2)c(C)o1	2%	5%	i	-6%	0%	-12%	9	-24%	9%
O=C(Nc1ccc(Cl)cn1)c1cc2ccccc2o1	62%[activator]	13%	i	-6%	-11%	17%	15	-15%	-9%
CC(=S)/C=C1\Sc2ccccc2N1C	7%	1%	i	-8%	?	1%	-61*	-20%	?
O=C(CCCc1ccccc1)Nc1ccc2c(c1)OCCO2	39%[activator][11.3 µM]	1%	i	5%	10%	-7%	2	0%	0%
Cc1ccc([N+](=O)[O-])cc1-c1ccc(/C=C(\C#N)c2[nH]nc(N)c2C#N)o1	-2%	?	?	?	16µM*	?	?	-43%	?
C#Cc1ccc([C@@H]2C=C(C(=O)N3CCOCC3)O[C@H](OCC)[C@H]2CCCO)cc1	4%	?	i	6%	23%	-8%	-19	0%	7%
COc1ccc(/C=N/Nc2nc(C)nc(N)n2)cc1	27%	-3%	i	-9%	-2%	-6%	-15	-5%	6%
COCCNC(=O)C1(C)CCCN(C(=O)c2ccccc2)C1 (configuration not stated)	6%	.	i	0%	0%	.	26	-15%	11%
CCCN1CCc2c(sc(NC(=O)c3ccc(S(=O)(=O)N4CCCC4)cc3)c2C(N)=O)C1	3%	?	i	-3%	-5%	0%	14	4%	1%
O=C(NC(NC(=S)Nc1ccc(Cl)c(Cl)c1)C(Cl)(Cl)Cl)c1ccco1 (configuration not stated)	?	?	i	?	?	3%	-63*	-43%	?
C=CCn1c(CCCNC(=O)c2ccccc2OC)nc2ccccc21	.	-1%	i	-3%	-5%	5%	-22	4%	8%
Cc1cc(C)cc(OC(C)C(=O)Nc2nonc2-c2ccc(Br)cc2)c1 (configuration not stated)	?	.	?	-4%	.	.	.	-56%	.
CN(CC(=O)Nc1ccccc1Cl)C(=O)COC(=O)/C=C/c1cccs1	1%	-2%	i	8%	11%	-15%	-15	2%	9%
CCN(CC)CCCN1C=C2C(=O)C(C)(OC(=O)CCC(=O)OC)C(=O)C(Br)=C2C=C1c1ccc(OC)cc1 (configuration not stated)	-6%	1%	i	0%	-3%	-1%	45	4%	-5%
CCOC(=O)c1ccc(NC(=O)CSc2ccc(-c3cccnc3)nn2)cc1	-15%	4%	i	-1%	-5%	-20%[1.84 µM]	-8	-15%	-27%
O=C(c1ccc(-n2cncn2)c2ccoc12)N1CCOCC1	-1%	.	i	0%	28%	.	14	-14%	9%
CCCS(=O)(=O)N1CCN(C(=O)c2cccc(OC)c2)CC1	-1%	0%	i	1%	9%	-4%	7	0%	-1%
CC(C#N)(CCc1ccccn1)CCc1ccccn1	-4%	-6%	i	?	-2%	4%	21	-4%	8%
O=C(Nc1cccn(Cc2c(Cl)cccc2Cl)c1=O)c1ccc(Cl)cc1	1%	5%	?	?	1%	-1%	9	-1%	1%
CCOc1ccc(CC2CCC(=O)NC2=O)cc1 (configuration not stated)	.	-2%	i	-9%	2%	-23%	-7	2%	-15%
CCCC[C@@H]1C=C(C(=O)O)[C@H](c2ccc3c(c2)OCO3)N1S(=O)(=O)c1ccc(C)cc1	2%	3%	i	-16%	-10%	-3%	46	-7%	-5%
CC1CCN(c2nc3ccccc3nc2C(C#N)C(=O)OC2CCCCC2)CC1 (configuration not stated)	6%	-2%	i	-2%	1%	-6%	-4	3%	8%
CN(C)S(=O)(=O)Nc1ccc(C(=O)O)cc1	.	1%	.	10%	1%	-15%	0	-10%	3%
Cc1noc(/C=C/N(C)C)c1S(=O)(=O)N1CCC(C(=O)NC(C)(C)C)CC1	10%	0%	i	0%	6%	-4%	3	-3%	15%
CCCCCCCC1CC(CSC(=N)N)OC1=O (configuration not stated)	8%	?	i	-7%	-27%	1%	-99*	-36%	-15%
Cc1ccc(S(=O)(=O)N(C)C)cc1NC(=O)C1CCCN(C(=O)c2ccc(Cl)cc2)C1 (configuration not stated)	-5%	?	i	-5%	-6%	-60%[inhibitor]	11	5%	-7%
CCCCn1c(N)c(N(CC(C)C)C(=O)c2cc(-c3ccc(F)cc3)nc3ccccc23)c(=O)[nH]c1=O	-22%	.	i	?	-10%	0%	36	-8%	-13%
CCOc1ccccc1-n1c(SCC(=O)NC2CCCC2)nnc1-c1ccoc1C	7%	2%	i	7%	3%	-4%	-10	-24%	7%
COCC1CCN(C(=O)C2CCC(=O)N(CCc3ccc(Cl)cc3)C2)CC1 (configuration not stated)	1%	1%	i	-2%	3%	-10%	9	6%	8%
Going on with the list:
SMILES	ATXN2 expr inh	MCF10A rereplic	S2 tox	KB-3-1 cytotox	HT1080 IDH1KD tx	SW480 rerep	IL-1B inflam inh	HepG2 viability	HT1080-NT tox
O=C(Nc1ccccc1C(F)(F)F)N1CCCC1c1cccnc1 (configuration not stated)	1%	0%	i	-24%	7%	-41%[inhibitor]	18	10%	2%
CC(=O)Nc1ccc(S(=O)(=O)NC2CCS(=O)(=O)C2)cc1Cl (configuration not stated)	-6%	-3%	i	-8%	14%	3%[9.22 µM]	16	0%	12%
CCCCOc1cc(C)nc(NCc2ccccc2)n1	-13%	?	i	10µM*	?	?	20	-29%	?
COC1CCCN(C(=O)c2ccc(OC3CCN(CCc4ccccc4)CC3)cc2)C1 (configuration not stated)	-21%	11%	i	4%	-12%	-2%	-4	-18%	-18%
CCCCn1c(-c2ccc(Cl)cc2)nc2c(=O)n(C)c(=O)[nH]c21	0%	-18%	i	8%	20%	-7%	-1	10%	18%
CN1OC[C@@H]2CN(S(=O)(=O)c3ccccc3)[C@H](c3cccc(Br)c3)C[C@@H]21	0%	8%	?	15%	6%	-21%[9.22 µM]	1	6%	15%

Assay outcomes (PubChem)
